# High-throughput results (PubChem)
# HKDC1 inhibitor: inhibitors of human hexokinase HKDC1 | recombinant HKDC1, G6PDH/diaphorase resazurin coupled fluorescence | inhibition, % at 20 µM | 340,000 tested, 0.16% active | AID 493160;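 active means inhibition above about 35% when tested at 20 µM, limit read from the data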;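 further: plate controls were DMSO wells with enzyme for no effect and DMSO wells lacking enzyme for full effect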
#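 Test system: recombinant HKDC1 (HK5) hexokinase enzyme, produced in-house / Doses: 20 µM test compound, 1% DMSO / Timing: 90 min, room temperature / Detection: G6PDH/diaphorase-coupled fluorescence, 1 mM NADP, 100 µM resazurin, 525/613 nm / Control set: DMSO wells with and without enzyme mix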
# SENP7 inh: inhibitors of human SENP7 protease | 330,000 tested, 1.5% active | AID 434973 | recombinant SENP7, Z-RLRGG-aminoluciferin luminescence, 40 min | inhibition, % at 5 µM;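 active means inhibition above about 50% at the single test dose, limit read from the data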;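 further: plate controls were DMSO with enzyme for no effect and no enzyme buffer wells for full effect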
# Target sequence (Q9BQF6 706-1050 limits assumed): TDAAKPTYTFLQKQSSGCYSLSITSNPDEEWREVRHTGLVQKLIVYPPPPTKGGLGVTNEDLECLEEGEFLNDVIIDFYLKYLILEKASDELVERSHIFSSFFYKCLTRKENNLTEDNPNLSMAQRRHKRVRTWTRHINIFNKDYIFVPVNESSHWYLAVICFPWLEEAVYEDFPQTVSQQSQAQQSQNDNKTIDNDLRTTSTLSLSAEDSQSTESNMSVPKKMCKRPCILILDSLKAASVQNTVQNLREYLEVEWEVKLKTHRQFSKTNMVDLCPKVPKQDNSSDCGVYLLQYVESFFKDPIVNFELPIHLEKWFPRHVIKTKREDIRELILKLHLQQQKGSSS
# Gli-Sufu antag: antagonists of Gli-Sufu signaling; Sufu-KO-LIGHT fibroblasts, Gli luciferase reporter luminescence; inhibition, % at 5 µM; 340,000 tested, 0.74% active;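 active means inhibition above about 55%, limit read from the data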;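 further: 0% = DMSO-treated cells and 100% = wells with medium but no cells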
# UBC13 inh: human UBC13 polyubiquitination inhibition. UBC13 polyubiquitin chain formation, TR-FRET. 330,000 tested, 0.47% active. inhibition, % at 20 µM; in the data active means inhibition above about 45%, passing the limit was not always enough
# Target sequence (P61088 whole entry, looked up): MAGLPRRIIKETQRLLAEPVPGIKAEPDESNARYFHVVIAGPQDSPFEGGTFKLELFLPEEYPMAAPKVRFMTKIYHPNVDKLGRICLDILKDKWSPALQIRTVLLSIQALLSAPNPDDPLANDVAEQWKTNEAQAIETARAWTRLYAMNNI
# Apaf1 inhib: inhibitors of human Apaf-1 apoptosome. O14727. reconstituted apoptosome caspase-3 activity, DEVD-Rh110 fluorescence. inhibition, % at 20 µM. 330,000 tested, 0.71% active. AID 489030; active means inhibition of at least 40% at 20 µM;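 further: plate controls were DMSO wells for no effect and DEVD-CHO caspase inhibitor wells for full effect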
#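 Assay system: Apoptosome proteins | Medium: pH 7.5 Hepes buffer with CHAPS, BSA, DTT | Also added: Cytochrome c and DEVD-Rh110 substrate | Times: 30 min plus 50 min, RT | Detection: Rhodamine 110 fluorescence at Ex 480/Em 540 nm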
# SENP8 inh: inhibitors of human SENP8 protease | purified SENP8, Z-RLRGG-aminoluciferin cleavage, luminescence | Q96LD8 | AID 2540 | 330,000 tested, 1.2% active | inhibition, % at 10 µM
# Target sequence (Q96LD8 whole entry, looked up): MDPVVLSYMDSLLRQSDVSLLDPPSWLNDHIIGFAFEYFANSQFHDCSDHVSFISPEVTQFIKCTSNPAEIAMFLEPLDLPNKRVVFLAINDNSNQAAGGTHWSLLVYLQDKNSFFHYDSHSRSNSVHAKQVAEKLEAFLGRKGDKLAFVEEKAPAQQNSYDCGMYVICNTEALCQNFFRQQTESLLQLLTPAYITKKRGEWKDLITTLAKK
# Jurkat NFkB inh: lowers PMA/ionomycin-induced NF-kB signal in Jurkat cells | PMA/ionomycin-induced NF-kB luciferase reporter, luminescence | 330,000 tested, 0.53% active | AID 435003 | inhibition, % at 4 µM
# 697 NFkB inh: lowers PMA/ionomycin-induced NF-kB signal in 697 B cells; 697 B-cell NF-kB luciferase reporter, 16 h; 330,000 tested, 0.33% active; inhibition, % at 4 µM; AID 435022; in the data active means inhibition above about 35%
# * marks the source's active call; other numbers are inactive results; nt = not tested or not shown. Unless noted, no stated cut-off is given here; in the data, active means inhibition above about 50%; inactive means the rest. Random draw from the library; any-hit rate near 3.6%.
SMILES,HKDC1 inhibitor,SENP7 inh,Gli-Sufu antag,UBC13 inh,Apaf1 inhib,SENP8 inh,Jurkat NFkB inh,697 NFkB inh
O=C(NCc1ccc2c(c1)OCO2)c1cc2ncc(Br)cn2n1,23,-10,-2,10,13,-6,-5,-1
O=C(CCCN1C(=O)/C(=C\c2cccs2)SC1=S)Nc1cc([N+](=O)[O-])ccc1O,10,-2,9,-30,16,-10,6,16
Cc1ccccc1NC(=O)c1cc2c(=O)n3cccc(C)c3nc2s1,-3,2,12,8,3,1,25,18
O=C(CNC(=O)c1ccccc1F)NCCc1ccc(Cl)cc1,2,-6,-15,-1,14,-8,-9,1
COC(=O)NC(NC(=S)Nc1ccc([N+](=O)[O-])cc1)C(Cl)(Cl)Cl (centres undefined),2,2,-23,7,6,-4,6,16
COc1cc(S(=O)(=O)NCc2ccncc2)c(OC)cc1C,-5,0,15,7,-2,0,10,-9
COC(=O)Cn1c2ccccc2c2nc(C)sc21,-27,10,0,-3,-20,5,6,17
CCN1CCCC1CNC(=O)c1cn(CC)c2ccc(S(=O)(=O)N3CCCCCC3)cc2c1=O (centres undefined),nt,3,nt,1,4,5,-4,4
CC(C)OC(=O)CSc1nc(N)c(C#N)cc1C#N,3,-9,-24,-2,6,-7,-31,-32
O=C(COc1ccc(Cl)cc1)Nc1cccc(-c2ccc3nncn3n2)c1,-1,-1,-2,-6,13,6,2,7
CC1(C)C(=O)Nc2ccccc2N1C(=O)COc1cc(Cl)ccc1Cl,-4,2,4,0,8,2,-6,33
COC(=O)Nc1sc(C(=O)N(C)C)c(C)c1C(=O)OC,2,-8,-16,3,9,-10,-3,2
Cc1ccccc1NC(=O)N1C2CCC1CC(O)(c1cccnc1)C2 (centres undefined),-8,6,1,7,-4,6,-10,26
Cc1cccc(N2CCN(C(=O)c3ccc(-n4cncn4)c([N+](=O)[O-])c3)CC2)c1C,-1,0,18,2,14,-2,23,3
CN(C)C(=O)Nc1ccccc1,-9,0,-12,8,-5,-6,15,3
COC(=O)c1cc(NS(=O)(=O)c2ccc(OC)c(OC)c2)ccc1Cl,2,3,6,9,2,-3,1,-4
O=C(Cn1[nH]c(=O)c2ccccc2c1=O)OCC(=O)c1ccc(F)c(F)c1,-3,4,-5,9,-1,0,1,16
Cc1ccccc1NC(=O)C(C)OC(=O)c1ccccc1C(=O)N(C)c1ccccc1 (centres undefined),-2,-9,-9,2,2,3,1,16
O=C(O)CN1C(=O)CNC1=O,-5,-9,24,-1,9,-6,1,12
COc1ccc(Oc2cc(C)c3cccc(C)c3n2)cc1,-2,3,4,-11,15,-2,0,-25
Cc1ccc(-c2nc(NC(=O)CSc3nnc(C)s3)ns2)cc1,-3,-1,-5,4,-8,-2,-3,0
CC(C)NC(=S)NNc1ncnc2sc3c(c12)CC(C)(C)OC3,-1,-12,-4,-12,-2,-4,0,-13
COCCc1ncc(CN2CCCC(C(=O)Nc3cccc(-c4cccc(C)c4)c3)C2)cn1 (centres undefined),-2,18,-15,8,12,-2,25,-8
Cc1ccc(O)c(/C=N/NC(=O)c2[nH]ncc2Br)c1,-8,93*,-9,8,-8,89*,-24,-92
CCCCSc1nc(CCC)cc(=O)[nH]1,-2,0,18,2,-5,-2,7,-1
CC(=O)c1ccc(N2CCN(c3ccc(C(N)=O)cc3[N+](=O)[O-])CC2)cc1,-11,6,15,-6,6,-1,1,10
C=CC[C@H](CC(=O)NCCO)C(=O)N[C@@H](C)COC(=O)[C@H](CC=C)CC(=O)OC(C)(C)C,-8,-4,-2,4,-13,5,-4,4
COC(=O)CN1C(=O)C(O)(CC(=O)c2ccc(C)cc2)c2ccccc21 (centres undefined),-7,8,27,-8,1,0,-17,0
Cc1cccn2cc(CSc3nnc(Nc4ccc(C(C)C)cc4)s3)nc12,-9,1,1,2,14,-2,-11,-15
C/C(=N/NC(=O)CNC(=O)c1cccnc1)c1ccc(Cl)c(Cl)c1,-8,4,6,7,7,0,12,1
Cc1cc(NNC(=O)c2ccccc2)nc(NNC(=O)c2ccccc2)n1,-10,-1,2,5,-2,9,0,11
CN(C)CCCN(C(=O)c1ccco1)c1nc2ccc(Cl)cc2s1,-7,0,12,0,-4,-13,-19,1
CCOC(=O)CNC(=O)C(Cc1ccccc1)NS(=O)(=O)c1cccs1 (centres undefined),0,-3,0,5,0,9,6,-2
C=CCC1(Cl)C(=O)C(Cl)=C(N2CCN(C)CC2)C1(OC)OC (centres undefined),0,-8,1,-10,-3,-12,-5,-1
CCC(C)(C)NC(=O)C(c1cccn1C)N(C(=O)Cn1nnc2ccccc21)c1ccc(OC)cc1 (centres undefined),-5,5,4,-4,8,-1,-13,14
CCOc1ccc(/C=N/NC(=O)c2ccoc2C)cc1OC,-5,75*,-46,6,8,64*,-44,-23
COc1cc(OC)c(S(=O)(=O)Nc2ccccc2C(=O)O)cc1S(=O)(=O)Nc1ccccc1C(=O)O,-1,9,0,-5,-4,-5,6,1
COC(=O)c1ccc(CN2CCN(C(C)C)C(CCO)C2)cc1 (centres undefined),7,4,-5,-5,1,4,-9,-32
COc1ccccc1CNS(=O)(=O)c1ccc(C)cc1,-4,5,2,4,4,-3,-4,-15
CCOc1ccc(C2NC(=O)NC(c3ccccc3)=C2C(C)=O)cc1OC (centres undefined),-7,3,0,-3,-12,-3,0,-1
COc1ccc(OC)c(S(=O)(=O)N2CCCC2C(=O)N2CCc3ccccc3C2)c1 (centres undefined),-3,-5,14,6,1,-3,11,9
COc1nc(Cl)cn(-c2ccc(Cl)cc2)c1=O,10,-2,4,7,-3,0,0,12
COC(=O)[C@]1(C)N[C@H](CN(C)S(=O)(=O)c2ccc(OC(F)(F)F)cc2)[C@@H]2C(=O)N(Cc3ccccc3)C(=O)[C@@H]21,-2,12,1,4,6,-4,-9,-9
NC(=O)/C(=C/c1cccnc1)NC(=O)c1ccccc1,-2,2,4,1,-23,1,-20,-1
O=C(NCc1cccc(Cl)c1)c1ccc2c(c1)SC1=NS(=O)(=O)CCN12,-7,0,-9,-12,-6,-6,1,3
Cc1ccc(C(C)C)cc1OCC(=O)Nc1nnc(C2CC2)s1,-3,8,1,2,8,-5,-9,-188
COc1cc(C2C3C(=O)N(Cc4ccccc4)C(=O)C3ON2c2ccccc2)cc(OC)c1O (centres undefined),3,1,16,5,9,2,-6,15
Cc1cccc(Nc2nnc(SCC(=O)NCC3CCCO3)s2)c1 (centres undefined),-7,10,10,6,-1,6,-2,6
COc1ccc2c(c1)[C@H]1[C@H](CO2)[C@H](c2ccccc2)[C@]2(C)C(=O)Nc3cc(F)ccc3C(=O)N12,2,-1,11,-4,17,-3,20,12
CNC(=O)NC(=O)COc1c(F)c(F)cc(F)c1F,9,4,-7,10,-5,2,7,22
O=c1oc2ccccc2cc1-c1cn2cccnc2n1,9,47,-63,-7,-4,36,-109,-116
Cc1cc(C)nc(N/N=C/c2cn[nH]c2-c2ccccc2)n1,-5,-9,-6,-6,-3,-14,-16,8
CC(=O)NC(CC(=O)OCC(=O)Nc1cc(S(=O)(=O)N2CCCCC2)ccc1C)c1ccccc1 (centres undefined),-8,2,5,2,-5,-1,8,12
Cc1ccc(-c2csc(N(CCO)CCCn3c(C(F)(F)F)nc4ccccc43)n2)cc1,2,8,26,20,30,-7,11,-8
O=C(Nc1ccccc1Sc1ccccc1)c1ccccc1,1,3,22,9,20,2,0,-2
Cc1nc(C)c(NC(=O)OC(C)C)cc1NC(=O)OC(C)C,-8,4,-4,9,-18,0,4,23
COc1ccc(C2CC(C(F)(F)F)n3nc(C(=O)Nc4c(C)n(C)n(-c5ccccc5)c4=O)c(Cl)c3N2)cc1 (centres undefined),nt,2,nt,0,1,9,6,11
Cc1ccc(-n2nc3c(c2NC(=O)c2cccs2)CS(=O)(=O)C3)cc1,-7,11,8,-5,1,-6,0,-3
CCOC(=O)Cc1n[nH]c(=O)c2ccccc12,-2,4,-11,9,-2,0,3,15
N=C1CCC(=N)c2c1c(O)c1ccccc1c2O,26,24,-4,-86,77*,39,-2,12
COc1ccc(C(=O)OC(C)C(=O)Nc2cc(C(F)(F)F)ccc2Cl)c(OC)c1OC (centres undefined),-1,-5,12,-12,15,-10,-2,-14

# At a glance, some entries already given:
SMILES,HKDC1 inhibitor,SENP7 inh,Gli-Sufu antag,UBC13 inh,Apaf1 inhib,SENP8 inh,Jurkat NFkB inh,697 NFkB inh
Cc1ccccc1NC(=O)N1C2CCC1CC(O)(c1cccnc1)C2 (centres undefined),-8,6,1,7,-4,6,-10,26
Cc1cccc(N2CCN(C(=O)c3ccc(-n4cncn4)c([N+](=O)[O-])c3)CC2)c1C,-1,0,18,2,14,-2,23,3
CN(C)C(=O)Nc1ccccc1,-9,0,-12,8,-5,-6,15,3
COC(=O)c1cc(NS(=O)(=O)c2ccc(OC)c(OC)c2)ccc1Cl,2,3,6,9,2,-3,1,-4
O=C(Cn1[nH]c(=O)c2ccccc2c1=O)OCC(=O)c1ccc(F)c(F)c1,-3,4,-5,9,-1,0,1,16
Cc1ccccc1NC(=O)C(C)OC(=O)c1ccccc1C(=O)N(C)c1ccccc1 (centres undefined),-2,-9,-9,2,2,3,1,16
O=C(O)CN1C(=O)CNC1=O,-5,-9,24,-1,9,-6,1,12
COc1ccc(Oc2cc(C)c3cccc(C)c3n2)cc1,-2,3,4,-11,15,-2,0,-25
Cc1ccc(-c2nc(NC(=O)CSc3nnc(C)s3)ns2)cc1,-3,-1,-5,4,-8,-2,-3,0
CC(C)NC(=S)NNc1ncnc2sc3c(c12)CC(C)(C)OC3,-1,-12,-4,-12,-2,-4,0,-13
COCCc1ncc(CN2CCCC(C(=O)Nc3cccc(-c4cccc(C)c4)c3)C2)cn1 (centres undefined),-2,18,-15,8,12,-2,25,-8
Cc1ccc(O)c(/C=N/NC(=O)c2[nH]ncc2Br)c1,-8,93*,-9,8,-8,89*,-24,-92
CCCCSc1nc(CCC)cc(=O)[nH]1,-2,0,18,2,-5,-2,7,-1
CC(=O)c1ccc(N2CCN(c3ccc(C(N)=O)cc3[N+](=O)[O-])CC2)cc1,-11,6,15,-6,6,-1,1,10
C=CC[C@H](CC(=O)NCCO)C(=O)N[C@@H](C)COC(=O)[C@H](CC=C)CC(=O)OC(C)(C)C,-8,-4,-2,4,-13,5,-4,4
COC(=O)CN1C(=O)C(O)(CC(=O)c2ccc(C)cc2)c2ccccc21 (centres undefined),-7,8,27,-8,1,0,-17,0
Cc1cccn2cc(CSc3nnc(Nc4ccc(C(C)C)cc4)s3)nc12,-9,1,1,2,14,-2,-11,-15
C/C(=N/NC(=O)CNC(=O)c1cccnc1)c1ccc(Cl)c(Cl)c1,-8,4,6,7,7,0,12,1
Cc1cc(NNC(=O)c2ccccc2)nc(NNC(=O)c2ccccc2)n1,-10,-1,2,5,-2,9,0,11
CN(C)CCCN(C(=O)c1ccco1)c1nc2ccc(Cl)cc2s1,-7,0,12,0,-4,-13,-19,1
